C8 TRAIL sens: viability loss with TRAIL in NB7+C8 cells, primary screen, TRAIL sensitizer project, cell-based, ATPlite luminescence | 360,000 compounds, 1% hits | AID 624354, 2012 | inhibition (viability loss, TRAIL sensitization), % at 10 µM;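 active = compounds causing at least 50% loss of cell viability in the single-dose screen, relative to plate controls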
NCOA3 inh: SRC3 coactivator transcriptional activity inhibitors, primary screen, cell-based, luminescence; AID 588352, 2011; 360,000 compounds, 0.17% hits; Nuclear receptor coactivator 3 (Homo sapiens), Q9Y6Q9; HEK293 GAL4-SRC3 luciferase reporter; inhibition, % at 3.6 µM;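 active = inhibition above a per-campaign cutoff, the mean of all compounds plus 3 SD, cut at about 60% in these data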;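 also: 0% = DMSO-treated cells and 100% = gossypol-treated cells at 36 µM; higher means less SRC3-driven luciferase light from the GAL4 reporter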
Target sequence (Q9Y6Q9 whole entry, looked up, the tested form may be a part): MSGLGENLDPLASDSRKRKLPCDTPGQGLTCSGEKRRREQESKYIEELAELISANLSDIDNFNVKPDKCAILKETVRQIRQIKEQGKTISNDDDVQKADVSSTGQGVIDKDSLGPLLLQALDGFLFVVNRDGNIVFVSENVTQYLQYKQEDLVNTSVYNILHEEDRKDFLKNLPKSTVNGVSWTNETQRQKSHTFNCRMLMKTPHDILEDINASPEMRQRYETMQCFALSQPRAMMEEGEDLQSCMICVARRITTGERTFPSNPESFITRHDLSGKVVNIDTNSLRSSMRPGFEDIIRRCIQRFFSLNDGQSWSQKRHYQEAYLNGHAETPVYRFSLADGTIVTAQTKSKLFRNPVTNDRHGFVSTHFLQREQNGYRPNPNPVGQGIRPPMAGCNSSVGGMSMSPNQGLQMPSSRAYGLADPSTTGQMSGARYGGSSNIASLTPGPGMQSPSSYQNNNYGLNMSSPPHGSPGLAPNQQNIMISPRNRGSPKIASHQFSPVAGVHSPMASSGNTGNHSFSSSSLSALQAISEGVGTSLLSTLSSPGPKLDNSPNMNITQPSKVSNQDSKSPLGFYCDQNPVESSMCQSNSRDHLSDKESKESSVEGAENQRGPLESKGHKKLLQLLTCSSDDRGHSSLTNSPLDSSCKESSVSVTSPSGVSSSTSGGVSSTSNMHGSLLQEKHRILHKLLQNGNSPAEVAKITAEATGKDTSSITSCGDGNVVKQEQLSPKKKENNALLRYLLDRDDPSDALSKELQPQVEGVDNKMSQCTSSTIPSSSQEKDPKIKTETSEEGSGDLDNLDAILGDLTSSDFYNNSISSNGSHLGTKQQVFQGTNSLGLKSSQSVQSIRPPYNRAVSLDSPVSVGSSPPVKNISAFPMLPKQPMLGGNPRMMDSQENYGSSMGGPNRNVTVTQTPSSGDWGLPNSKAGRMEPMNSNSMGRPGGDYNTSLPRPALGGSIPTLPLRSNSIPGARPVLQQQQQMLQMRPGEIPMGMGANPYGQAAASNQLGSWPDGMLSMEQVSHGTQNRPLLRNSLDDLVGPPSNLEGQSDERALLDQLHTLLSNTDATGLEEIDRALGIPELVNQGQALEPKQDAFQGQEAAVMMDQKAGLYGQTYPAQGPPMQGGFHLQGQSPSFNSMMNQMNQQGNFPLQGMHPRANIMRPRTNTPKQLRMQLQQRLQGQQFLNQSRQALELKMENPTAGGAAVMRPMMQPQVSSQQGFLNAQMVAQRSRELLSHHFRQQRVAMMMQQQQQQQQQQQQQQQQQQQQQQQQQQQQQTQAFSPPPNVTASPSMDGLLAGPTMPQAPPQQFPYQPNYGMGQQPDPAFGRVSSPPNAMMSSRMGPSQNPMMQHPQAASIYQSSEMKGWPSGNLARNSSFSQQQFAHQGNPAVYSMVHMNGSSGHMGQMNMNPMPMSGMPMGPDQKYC
KKLEB cytotox: cytotoxicity in KKLEB CF airway cells, primary screen, cytotoxicity control for CF NF-kB inhibitor project, cell-based, uHTS, fluorescence assay plates; activity change (cytotoxicity), % at 5 µM; 360,000 compounds, 0.36% hits; KKLEB CF airway cells viability, ATPlite luminescence, overnight; active compounds read low; cells stimulated with P. aeruginosa culture filtrate;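 active = corrected activity change at or below -50% at 5 µM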
CF NFkB inh: inhibitors of PAF-induced NF-kB signaling, primary screen, cell-based, GFP fluorescence, uHTS; KKLEB NF-kB-GFP reporter, GFP fluorescence overnight; inhibition, % at 5 µM; 360,000 compounds, 0.86% hits;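 active = at least 50% inhibition at 5 µM, scaled per plate between neutral and stimulator controls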;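 also: PAF is a Pseudomonas aeruginosa culture filtrate used as stimulus; plate controls were PAF-stimulated DMSO wells for no effect and unstimulated DMSO wells for full effect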
NR2F2 inh: NR2F2 transcriptional activity inhibitors, primary screen, cell-based, luciferase reporter, HEK293T, luminescence | HEK293T NGFI-A luciferase reporter | inhibition, % at 8.6 µM | AID 686940, 2013 | 370,000 compounds, 0.7% hits | COUP transcription factor 2 (Homo sapiens), P24468;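 active = inhibition above a per-plate cutoff, mean inhibition of test wells between control levels plus 3 SD, cut at about 38% in these data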;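 also: cells cotransfected with COUP-TFII expression vector driving the NGFI-A reporter; 0% = median of COUP-TF2 test wells and 100% = reporter-only cells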
SRC2 inh: inhibition of GAL4-SRC2 driven luciferase reporter, primary screen, SRC2 inhibitor project, cell-based, luminescence; HEK293 GAL4-SRC2 luciferase reporter; inhibition, % at 9 µM; 370,000 compounds, 0.17% hits; AID 651957, 2012;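 active = inhibition above the mean inhibition of all tested compounds plus 3 SD, set per campaign, cut at about 52% in these data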;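 also: 0% = DMSO treated cells and 100% = cells given Gossypol at 36 µM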
LMP1 NFkB inh: EBV LMP1-driven NF-kappaB luciferase reporter inhibitors, primary screen, cell-based, luminescence, single point; inhibition, % at 12.5 µM; 350,000 compounds, 0.69% hits; AID 504558, 2011; LMP1-induced NF-kappaB luciferase reporter cells; in the data active = inhibition above about 41%;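 also: 0% = neutral control wells and 100% = reference inhibitor control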
LRH-1 inv ag: LRH-1 (NR5A2) inverse agonists, primary screen, cell-based, luminescence, HEK293T, StAR-luciferase reporter. LRH-1 transfected, 24 h. inhibition, % at 3.6 µM. 360,000 compounds, 0.13% hits;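 active = inhibition above the mean inhibition of all tested compounds plus 3 SD, cut at about 73% in these data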;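 also: 0% = DMSO wells and 100% = reporter-only cells lacking LRH-1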
TROY NFkB inh: inhibitors of TROY-driven NF-kB signaling, primary screen, Q293 LMP1-TROYcd cells, NF-kB luciferase, uHTS | inhibition, % at 10 µM | AID 1347056, 2019 | 360,000 compounds, 0.98% hits | Q293 LMP1-TROYcd NF-kB luciferase reporter, 4 h;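 active = compounds whose plate-normalised and pattern-corrected inhibition of the luciferase reporter signal at the single screening dose is 50% or more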
SRC1 inh: SRC1 coactivator transcriptional activity inhibitors, primary screen, cell-based, luminescence; 360,000 compounds, 0.12% hits; HEK293 GAL4-SRC1 luciferase reporter; AID 588354, 2011; inhibition, % at 3.6 µM; Nuclear receptor coactivator 1 (Homo sapiens), Q15788;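 active = inhibition above the campaign mean plus 3 SD, with each screening campaign given its own cutoff, cut at about 60% in these data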;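 also: 0% = DMSO treated cells and 100% = gossypol at 36 µM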
TWEAK-Fn14 inh: inhibitors of TWEAK-Fn14 signaling, primary screen, luciferase reporter cells, uHTS; TWEAK-stimulated Fn14 reporter cells, luciferase luminescence, 8 h; inhibition, % at 10 µM; 360,000 compounds, 2% hits; in the data active = inhibition above about 50%
* marks the source's active call; other numbers are inactive results; / = not tested or not shown; & = joins results of further samples.

no.	compound	C8 TRAIL sens	NCOA3 inh	KKLEB cytotox	CF NFkB inh	NR2F2 inh	SRC2 inh	LMP1 NFkB inh	LRH-1 inv ag	TROY NFkB inh	SRC1 inh	TWEAK-Fn14 inh
1	O=C(CSc1nc2ccccc2c2nc3ccccc3n12)NCc1ccco1	30	-16	14	-31	6	1	-2	1	-47	0	-1
2	O=C(NCc1ccc(Cl)cc1)C1CCN(S(=O)(=O)N2CCOCC2)CC1	0	4	5	13	-4	1	0	-5	7	17	0
3	COc1ccccc1NC(=O)Cn1c(CCC(=O)O)ccc1-c1ccccc1	-5	3	8	12	3	4	-7	9	16	-23	11
4	C[C@H]1CN([C@@H](C)CO)C(=O)c2cc(Br)cnc2O[C@@H]1CN(C)S(=O)(=O)c1cn(C)cn1	-8	9	10	25	-1	-6	-3	10	5	-7	11
5	Cc1ccc(CSc2ccc3nnc(-c4cccnc4)n3n2)cc1	-11	-2	-3	-11	-29	6	-1	-6	6	-5	-1
6	C/C(=N\NC(=O)c1cccnc1)c1ccc(-n2ccnc2)cc1	2	0	1	2	-10	-26	2	-2	3	-4	-7
7	Cc1ccc(C(=O)Nc2cccc([N+](=O)[O-])c2)cc1S(=O)(=O)Nc1cccc(C(=O)O)c1	0	15	2	-10	-11	-1	-2	-19	1	-5	-19
8	COc1cc(S(=O)(=O)Nc2ccc(Br)cc2)ccc1N	8	8	9	9	2	20	1	1	3	-19	14
9	COP(=O)(OC)C(Nc1ccc([N+](=O)[O-])cc1)c1ccccc1 (stereo not drawn)	-7	23	-10	-6	14	7	-4	-8	-22	10	-4
10	CC(Oc1ccccc1)C(=O)NNC(=O)c1ccccn1 (stereo not drawn)	17	9	-6	3	0	13	10	2	-14	3	-11
11	CC(C)CC(=O)Nc1c2c(nn1-c1ccc(F)cc1)CSC2	-2	-28	4	-3	3	-16	-1	21	-9	-6	-4
12	O=c1cnnc(Nc2ccc(Cl)c(C(F)(F)F)c2)[nH]1	-1	-3	11	-18	9	-2	-2	2	-21	10	8
13	COc1ccc(C(=O)CSc2nnc(C(CO)NC(=O)c3ccc(OC)cc3)n2C)cc1 (stereo not drawn)	-19	8	-1	0	-13	-7	1	2	/	1	18
14	CCC(=O)Nc1ccc2nc(C3CC3)n(Cc3ccccc3)c(=O)c2c1	-9	-25	-11	10	-8	-7	-35	-19	-29	-19	-8
15	CCCCCCN1C[C@@H](O)[C@H](n2cc(COC(=O)c3ccccc3)nn2)C[C@@H]1c1ccc(Cl)cc1	11	-22	-6	14	16	-5	2	3	7	-3	11
16	O=C(c1ccc(-c2ccccc2)cc1)C1CCCN(Cc2ccncc2)C1 (stereo not drawn)	6	3	-8	13	25	-18	7	8	21	8	11
17	O=C(NCc1ccccn1)C1CCC(CNS(=O)(=O)c2cccc3nsnc23)CC1 (stereo not drawn)	16	-2	-5	-14	-8	-12	0	-1	6	11	-5
18	COc1ccccc1N1CCN(C(=O)c2sc3ncnc(N4CCN(c5ccccn5)CC4)c3c2C)CC1	19	13	-22	12	/	/	24	-3	23	9	28
19	OC(CNCc1ccccc1)COc1ccccc1 (stereo not drawn)	-9	9	-9	10	1	-4	-2	-8	-13	-20	-2
20	O=C(O)c1cc2c(cc1NC(=O)C1CCCC1)OCCO2	1	-5	-4	10	4	-12	-6	10	-13	-9	7
21	Cc1cc(NC(=O)CS(=O)CC(=O)Nc2c(C)cccc2C)ccc1-n1cnnn1 (stereo not drawn)	-27	7	6	10	10	12	5	-10	-14	1	-15
22	CCOc1ccc(/C=C2/C(=O)N(c3ccc(OC)cc3)C(=S)N2CC(=O)OC)cc1OCC	-9	29	-40	-10	0	-7	4	-2	-11	2	-35
23	CN1C(=O)C2(c3ccccc31)C1CCCC=C1C(C#N)=C(N)C2(C#N)C#N (stereo not drawn)	-9	8	12	-3	6	18	2	6	9	-13	-4
24	O=C1C2CCCCN2C(=O)N1CCCCN1CCN(c2cccc(Cl)c2)CC1 (stereo not drawn)	-3	1	11	3	20	13	-1	2	0	11	11
25	Cc1ccc(C(=O)Nc2ncccc2O)cc1S(=O)(=O)N1CCCCC1	-1	-41	-5	0	-9	-16	2	5	-32	-17	-13

Going on with the list.
no.	compound	C8 TRAIL sens	NCOA3 inh	KKLEB cytotox	CF NFkB inh	NR2F2 inh	SRC2 inh	LMP1 NFkB inh	LRH-1 inv ag	TROY NFkB inh	SRC1 inh	TWEAK-Fn14 inh
26	O=C1CC(c2ccco2)CC2=C1C1c3ccccc3C(=O)N1c1ccccc1N2 (stereo not drawn)	3	3	24	-21	-5	-13	-20	-4	-5	-10	0
27	O=C1c2ccccc2C(c2nnnn2Cc2ccccc2)N1Cc1cccs1 (stereo not drawn)	-7&4	/	/	/	5&-17	9&-23	/	2&-32	3&0	/	-3&4
28	COc1cccc(CN(C)C(=O)c2ccc(N3CCCC3)c([N+](=O)[O-])c2)c1	4	0	-3	-6	-17	-26	4	-5	6	-18	-13
29	COc1ccc(-c2nnc3sc(CCN4C(=O)c5ccccc5C4=O)nn23)cc1	-3	-17	-9	-20	-15	-10	-3	1	5	4	-38
30	Cc1cccc(NC(=O)C2C3CCC4C(CCC32)C4(Cl)Cl)c1 (stereo not drawn)	1	23	5	-8	5	15	-2	16	-14	22	-33
31	O=C(CSc1ncn[nH]1)CSc1ncn[nH]1	4	22	17	-13	16	-15	-2	20	2	13	-21
32	O=C(CCc1nc(-c2ccccc2)no1)N1CCCC1	-11	-20	-4	0	-26	-51	-11	-46	-27	-42	2
33	CS(=O)(=O)c1ccc2nc(NC(=O)c3ccc(NS(=O)(=O)c4cccc([N+](=O)[O-])c4)cc3)sc2c1	-8	19	20	-4	-11	5	0	0	7	-23	16
34	CCOC(=O)c1sc2ncnc(N3CCN(c4ccc(OC)cc4)CC3)c2c1C	5	-7	-2	-7	20	4	10	5	-4	1	-10
35	CCCC(=O)Nc1cc(S(=O)(=O)N(CC)CC)ccc1Cl	3	18	10	-8	0	-6	-9	-11	1	9	-4
36	COc1ccccc1/C=C/C(=O)NCCc1ccccn1	7	-67	6	-13	-46	-76	-15	-93	-13	-160	-2
37	COc1ccc(-n2c(SCC3OCCO3)nc3c(sc(=S)n3-c3ccccc3)c2=O)cc1OC	3	4	-3	-26	-10	-31	6	12	12	8	-14
38	O=C(NCCc1ccccc1)C1c2ccccc2C(=O)N1Cc1cccs1 (stereo not drawn)	5	22	-7	20	17	2	3	4	-11	11	-7
39	N#Cc1ccccc1OCC(=O)OCC(=O)NCc1ccc2c(c1)OCO2	1	4	8	1	-2	-10	-4	11	-5	-28	11
40	CC(C)(C)Nc1nc(Nc2ccc([N+](=O)[O-])cc2)nc(NC(C)(C)C)n1	25	3	-12	-1	5	-6	2	15	-1	6	-1
41	Cc1ccc(Cl)cc1NC(=O)Nn1cnnc1	-12	-9	-3	4	-10	-6	6	7	16	-7	-5
42	Cc1ccc(S(=O)(=O)N(C)C)cc1-n1c(SCC(=O)N(C)C)nc2ccccc2c1=O	2	16	-1	5	2	2	-3	-12	31	7	-8
43	Cc1ccc(OC(C)C(=O)Nc2ccncc2)cc1 (stereo not drawn)	-10	17	-8	7	15	21	2	-8	21	15	8
44	C=CCn1c2ccccc2c2nnc(SC(CC)C(=O)Nc3sc4c(c3C#N)CCCC4)nc21 (stereo not drawn)	-9	1	-28	26	-17	-37	13	9	2	-28	-8
45	CC(C)(C)c1ccc(NC(=O)COC(=O)CCN2C(=O)c3cccc([N+](=O)[O-])c3C2=O)cc1	-3	12	13	-14	-3	-8	-8	0	-28	-37	-5
46	O=C(O)CCC(NC(=O)C1CCCN1C(=O)OCc1ccccc1)C(=O)O (stereo not drawn)	-7	4	3	-5	-12	7	-6	-15	-2	1	-13
47	O=C(N1CCN(S(=O)(=O)c2ccc(Cl)cc2)CC1)n1ccnc1	-40	-1	3	21	18	17	1	6	-2	-8	10
48	COc1cccc2c1C(CO)N1C(C#N)C3CC(C(=O)O)C(C1C2)N3C (stereo not drawn)	59*	86*	-52*	96*	4	55*	89*	102*	51*	87*	102*
49	Cc1ccc(-c2nc3ccccc3c(=O)n2NC(=S)N(C)C)cc1	-6	2	2	4	-4	16	9	14	-5	15	1
50	O=c1[nH]c2ccccc2cc1CN(Cc1ccco1)S(=O)(=O)c1ccc(F)cc1	-26	-4	-3	-6	-8	10	4	-4	22	15	10

Fetched by structure from the entries so far, 3 records:
no.	compound	C8 TRAIL sens	NCOA3 inh	KKLEB cytotox	CF NFkB inh	NR2F2 inh	SRC2 inh	LMP1 NFkB inh	LRH-1 inv ag	TROY NFkB inh	SRC1 inh	TWEAK-Fn14 inh
27	O=C1c2ccccc2C(c2nnnn2Cc2ccccc2)N1Cc1cccs1 (stereo not drawn)	-7&4	/	/	/	5&-17	9&-23	/	2&-32	3&0	/	-3&4
7	Cc1ccc(C(=O)Nc2cccc([N+](=O)[O-])c2)cc1S(=O)(=O)Nc1cccc(C(=O)O)c1	0	15	2	-10	-11	-1	-2	-19	1	-5	-19
3	COc1ccccc1NC(=O)Cn1c(CCC(=O)O)ccc1-c1ccccc1	-5	3	8	12	3	4	-7	9	16	-23	11

Screens: PubChem BioAssay, several laboratories
